iPSC survival up: enhancers of human iPSC single-cell survival; hiPSC single-cell survival, ATPlite luminescence; 100% = ROCK inhibitor wells, 0% = DMSO; survival enhancement, % at 20 µM; 360,000 tested, 0.044% active; in the data active = survival enhancement above about 18%;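 also: cells exposed to compounds for 16 hours before the ATP read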
aDG glyco up: increases alpha dystroglycan glycosylation. Pro5-aDG cells, alpha-DG glycosylation AlphaScreen (IIH6); 0% Pro5, 100% B10-LARGE cell signal. activation, % at 10 µM. 360,000 tested, 0.22% active. AID 624168;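 active = activation of at least 8% versus controls, or a plate z-score of at least 8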;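 also: Pro5 are CHO cells carrying HIG-tagged alpha-DG that lacks glycosylation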
HIF-2a block: blocks HIF-2a reporter activity; 786-0 RCC cells HIF-2a reporter, luciferase luminescence, overnight; AID 624352; inhibition, % at 18.8 µM; 360,000 tested, 0.72% active;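 active = inhibition of the luminescence signal of 40% or more relative to plate controls, in a single-dose primary screen at 18.75 µM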
CaV13 FRET inh: Disruptors of the CACNA1D IQ motif to Ca2+-dependent inactivation inhibitor domain association, primary screening, Förster resonance energy transfer in intact living …; 340,000 tested, 0.098% active; inhibition, % at 12.3 µM; HEK cells, CFP/YFP FRET ICDI-IQ, plate reader, 10 min; percent FRET-ratio fall versus neutral wells;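 active = mean replicate inhibition of at least 30% and at least 1% of replicates passing that level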;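 also: 0% = median of the neutral control wells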
NR2E3 ag-1: activates human NR2E3 receptor. Q9Y5X4. CHO-S Gal4-NCOR/VP16-NR2E3 two-hybrid, luciferase. inhibition of corepressor binding, % at 3.98 µM. 360,000 tested, 0.35% active. AID 602229;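 active = inhibition above the mean of all tested compounds plus 3 SD, cut at about 70% in these data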;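 also: 0% = DMSO with NR2E3 transfected cells and 100% = cells lacking NR2E3 construct; higher means lower luciferase signal from less NR2E3 corepressor binding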
Target sequence (Q9Y5X4 whole entry, looked up, the tested form may be a part): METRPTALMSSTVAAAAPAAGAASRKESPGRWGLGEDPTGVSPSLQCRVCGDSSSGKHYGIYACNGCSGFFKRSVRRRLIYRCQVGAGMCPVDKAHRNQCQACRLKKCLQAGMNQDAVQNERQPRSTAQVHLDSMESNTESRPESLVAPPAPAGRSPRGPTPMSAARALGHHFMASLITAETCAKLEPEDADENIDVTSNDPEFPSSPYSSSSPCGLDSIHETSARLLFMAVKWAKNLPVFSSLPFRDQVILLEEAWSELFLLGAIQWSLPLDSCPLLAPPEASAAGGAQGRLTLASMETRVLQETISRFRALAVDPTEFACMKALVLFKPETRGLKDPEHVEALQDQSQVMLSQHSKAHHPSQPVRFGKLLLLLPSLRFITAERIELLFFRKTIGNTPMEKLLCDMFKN
PDI turbidity: inhibitors of human protein disulfide isomerase; P07237; PDI insulin aggregation turbidity, A650, 90 min; inhibition, % at 10 µM; 350,000 tested, 0.052% active;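 active = mean inhibition across replicates of 30% or more, whatever share of single replicates reach that level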;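 also: absorbance from insulin aggregation driven by PDI reduction with DTT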
Target sequence (P07237 whole entry, looked up): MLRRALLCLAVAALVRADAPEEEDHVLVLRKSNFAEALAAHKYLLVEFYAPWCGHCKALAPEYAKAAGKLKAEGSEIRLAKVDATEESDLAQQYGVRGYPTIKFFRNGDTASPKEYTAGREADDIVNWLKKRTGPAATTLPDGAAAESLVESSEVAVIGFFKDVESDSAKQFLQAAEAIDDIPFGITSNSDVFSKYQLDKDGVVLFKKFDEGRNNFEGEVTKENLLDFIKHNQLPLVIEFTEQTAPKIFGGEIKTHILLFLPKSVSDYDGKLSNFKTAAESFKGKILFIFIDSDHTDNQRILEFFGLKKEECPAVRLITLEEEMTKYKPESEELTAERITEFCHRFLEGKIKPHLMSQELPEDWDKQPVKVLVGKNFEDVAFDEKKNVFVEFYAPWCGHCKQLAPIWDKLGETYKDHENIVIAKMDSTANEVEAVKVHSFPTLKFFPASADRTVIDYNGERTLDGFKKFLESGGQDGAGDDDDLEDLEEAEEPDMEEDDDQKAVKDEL
MITF TRPM1 inh: reduces MITF-dependent TRPM1 promoter luciferase signal | AID 488899 | inhibition, % at 12.5 µM | 330,000 tested, 0.83% active | SK-MEL-5 TRPM1 promoter luciferase, 24 h;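 active = mean inhibition across replicates of 60% or more, whatever share of single replicates reaches that level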; also: values of inactives mirror those of a sister screen read the other way
Vif inh: HIV Vif inhibition | HEK293T cells, Vif self-association by quenched fluorescence, imaging, 24 h | inhibition, % at 7.49 µM | 340,000 tested, 0.35% active | AID 602346; in the data active = inhibition above about 50%, passing the limit was not always enough; also: some results filed as inactive read as strong as hits
Granule exo inh: blocks lytic granule exocytosis; inhibition, % at 10 µM; 360,000 tested, 0.66% active; TALL-104 LAMP-1 surface exposure, flow cytometry; cells stimulated with thapsigargin and PMA;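 active = inhibition above about 55%, limit read from the data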
Peg3 prom inh: inhibitors of Peg3 promoter; HeLa PEG-Prom luciferase reporter, luminescence, overnight; inhibition, % at 20 µM; 360,000 tested, 1.7% active; AID 588405;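 active = inhibition of at least 50% at 20 µM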
NR2E3 ag-2: activates human photoreceptor nuclear receptor NR2E3 | Q9Y5X4 | GST-NR2E3/biotin-RetCOR TR-FRET, 1536-well | inhibition of corepressor binding, % at 4.78 µM | 320,000 tested, 0.12% active | AID 2300;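 active = percent inhibition above the cutoff of mean plus 3 SD of all tested compounds, set per screening campaign, cut at about 20% in these data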;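 also: 0% = DMSO wells and 100% = biotin wells as full block of FRET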
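Test system: GST-NR2E3 and biotin-RetCOR proteins | Quantity: 1.35 nM GST-tagged NR2E3 final | Medium: Tris pH 7.5 | Also added: 7 nM biotin-RetCOR | Dosing: Compound at 4.8 µM, single dose | Timing: 5 h at 4 °C | Detection: Time-resolved FRET | Read-out basis: Percent inhibition | Benchmarks: Biotin wells as high control, 0.6% DMSO wells as low control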
* hit, by the source's call; / = no result given.

A first look, three compounds:
SMILES	iPSC survival up	aDG glyco up	HIF-2a block	CaV13 FRET inh	NR2E3 ag-1	PDI turbidity	MITF TRPM1 inh	Vif inh	Granule exo inh	Peg3 prom inh	NR2E3 ag-2
CCOc1cccc(OCCOCCOc2ccccc2C(C)=O)c1	1.4	0.0	0.5	-3.1	-25.4	6.9	-4.7	0.5	-6.7	10.2	0.0
C[C@@H](C(=O)NCC1CC1)[C@@H]1C[C@@]1(C)[C@@H](NC(=O)OCc1ccccc1)c1ccccc1	2.2	0.7	1.1	-11.0	10.8	1.1	/	-2.1	0.4	13.0	-1.1
COc1ccc(C(=O)NCCS(=O)(=O)N2CCN(Cc3ccccc3)CC2)cc1	-0.3	0.1	1.6	-5.5	5.5	9.9	-0.4	/	-5.5	7.5	3.4

The listing, repeating the preview:
SMILES	iPSC survival up	aDG glyco up	HIF-2a block	CaV13 FRET inh	NR2E3 ag-1	PDI turbidity	MITF TRPM1 inh	Vif inh	Granule exo inh	Peg3 prom inh	NR2E3 ag-2
CCOc1cccc(OCCOCCOc2ccccc2C(C)=O)c1	1.4	0.0	0.5	-3.1	-25.4	6.9	-4.7	0.5	-6.7	10.2	0.0
C[C@@H](C(=O)NCC1CC1)[C@@H]1C[C@@]1(C)[C@@H](NC(=O)OCc1ccccc1)c1ccccc1	2.2	0.7	1.1	-11.0	10.8	1.1	/	-2.1	0.4	13.0	-1.1
COc1ccc(C(=O)NCCS(=O)(=O)N2CCN(Cc3ccccc3)CC2)cc1	-0.3	0.1	1.6	-5.5	5.5	9.9	-0.4	/	-5.5	7.5	3.4
CC1(C)c2cc(O)ccc2OC1N1CCOCC1 (stereo unspecified)	-0.2	0.2	7.0	-4.0	-26.6	-2.2	2.3	-1.6	-2.3	-4.6	-0.9
Cc1ccc(S(=O)(=O)N(C)C)cc1NC(=O)c1ccc(OC(F)(F)F)cc1	-1.2	0.3	22.6	-2.8	0.3	-3.2	-1.3	-3.4	-0.2	0.5	-2.0
CC(C)(C)C(=O)COC(=O)c1ccc2c(c1)C(=O)N(Cc1ccco1)C2=O	-0.1	-0.1	-7.2	-1.2	-20.8	5.6	2.7	6.7	4.6	-5.2	5.9
COC(=O)CNc1nc(Cl)nc(Nc2ccc(C)cc2)n1	1.8	-0.3	-25.6	-15.4	1.8	16.5	-1.6	-6.0	1.3	-23.6	7.1
Cc1c(-c2ccccc2)nc(-c2ccccc2)[nH]c1=O	-1.8	-0.1	-5.9	-4.3	7.6	-2.7	5.1	/	1.5	0.5	-0.7
Cc1cc(C(=O)OCC(=O)N2c3ccccc3CC2C)c(C)o1 (stereo unspecified)	-0.3	-0.1	-43.6	-6.7	-67.2	3.3	-9.8	-1.9	6.4	-40.0	-0.4
COCN(C#N)c1nc(N(C)C)nc(N(C)C)n1	1.2	-0.3	12.8	-2.1	-5.4	0.7	2.0	4.3	-2.6	0.0	-1.9
COc1ccc(-c2csc(C(O)c3ccc(F)c(F)c3)n2)cc1 (stereo unspecified)	3.5	0.2	-66.2	-5.0	14.1	3.9	/	-14.5	-5.7	-37.5	/
CN(C)CCCNC(=O)C[C@H]1C[C@H](C(=O)N2CCCCC2)[C@@]2(C)c3[nH]c4ccc(Cl)cc4c3CCN2C1=O	-1.9	-0.1	-8.5	-5.1	-22.8	6.9	-24.4	-15.8	1.6	-21.1	/
Cc1cccc(OCCOC(=O)CN2C(=O)NC3(CCCC3)C2=O)c1	0.9	-0.6	-4.1	-5.5	-17.7	-2.1	1.2	-5.7	-4.1	-13.7	2.2
COC(=O)C1=C(CS(=O)(=O)c2ccc(Cl)cc2)NC(=O)NC1c1ccc(O)cc1 (stereo unspecified)	2.1	1.6	3.1	-7.0	-18.7	-5.0	8.8	3.2	-1.0	17.0	2.7
COc1ccc(-n2cc(CN(C)C3CCOCC3)c(-c3cccc(F)c3)n2)cc1	-0.6	0.7	-11.2	-6.5	-7.1	9.8	-2.3	0.5	-2.6	17.2	1.9
CCOC(=O)c1[nH]cnc1C(=O)Nc1ccccc1C	-0.7	-0.4	-2.8	-4.9	-37.8	-4.3	16.3	2.1	8.4	9.7	0.5
COc1cccc(CN2CCN(S(=O)(=O)c3ccccc3)CC2)c1OC	3.6	0.1	6.6	-13.8	-18.1	0.9	/	11.7	6.4	14.1	1.1
O=C(c1cc2cc(Cl)ccc2oc1=O)N1CCCC1	-1.1	-0.1	14.3	/	5.7	-3.3	10.8	5.8	-1.9	2.5	-0.3
Cc1cc(C(=O)COC(=O)C2=NNC(=O)CC2)c(C)n1-c1ccc(OC(F)F)cc1	10.1	-0.1	20.5	/	-0.5	2.2	-9.6	0.3	-2.4	3.7	-1.6
COc1cc(NC(=O)C2CC(=O)N(CCc3ccc(F)cc3)C2)cc(OC)c1OC (stereo unspecified)	-0.2	0.0	6.7	-2.2	-24.2	-12.8	13.9	1.1	-0.4	-0.3	5.6
CCn1c(SCC(=O)Nc2ccc3c(c2)n(C)c(=O)n3C)nnc1-c1ccncc1	-0.3	-0.2	17.0	-4.9	-8.0	5.6	-6.0	7.3	-4.2	3.5	1.4
Oc1ccc(C[C@@H]2CNCCN2CC2(c3ccccc3)CC2)cc1	-1.7	-0.2	8.7	-4.0	-33.7	9.3	-13.5	-1.3	1.9	-7.8	2.6
CCC(c1nnnn1-c1ccc2c(c1)OCCO2)N1CCN(CCN2CCOCC2)CC1 (stereo unspecified)	-0.3	-0.1	3.8	-5.3	-5.9	/	/	/	-1.3	/	/
O=C(Cc1ccsc1)Nc1ccc(Cl)cc1Cl	-0.5	0.4	-38.3	-1.7	-11.1	5.5	-20.1	0.4	-3.6	-16.5	0.2
COc1cc2[nH]c(=O)n(CCCC(=O)N3CC=C(c4ccccc4)CC3)c(=O)c2cc1OC	0.6	0.0	18.8	-4.5	-11.9	-3.1	8.2	-13.0	-1.2	11.8	-2.2
CCn1nc(C)c([N+](=O)[O-])c1C(=O)NNC(=O)c1ccc(Cl)cc1	0.5	-0.2	18.0	-4.9	20.7	1.2	1.6	0.0	-5.7	8.2	0.4
NC(=O)c1c(NC(=O)CSc2nnc(Cc3ccccc3)n2Cc2ccco2)sc2c1CCC2	-2.9	0.2	-14.6	-6.9	-19.4	4.7	5.9	/	12.9	35.7	-2.1
COC(=O)/C(=C\c1c[nH]c2ccccc12)NC(C)=O	0.5	0.2	11.2	-3.8	16.0	4.2	5.6	10.2	-1.2	-1.1	3.7
CC(=O)NC(CCS(C)(=O)=O)C(=O)Nc1c(F)cccc1F (stereo unspecified)	-2.6	0.5	8.8	/	1.6	-0.4	-6.2	2.7	-2.5	31.2	-2.0
CCCc1cc(NCCCO)n2c(nc3ccccc32)c1C#N	-0.2	0.0	20.3	-2.0	-11.8	-1.3	/	-12.0	-4.8	35.0	9.9
CN(C(=O)c1cccc(NC(=O)C2CCN(C(=O)OC(C)(C)C)CC2)c1)C1CCCCC1	-1.5	0.2	3.4	-8.2	15.5	3.2	14.1	-11.0	3.2	23.5	/
COCCn1cnc2c1c(=O)n(CC(=O)NCC(F)(F)F)c(=O)n2Cc1ccccc1	-0.4	-0.1	15.3	-17.9	-71.6	-4.7	-0.2	1.0	-4.1	12.3	-1.0
CCOc1ccc(N(CC(=O)NCc2ccccc2)S(=O)(=O)c2c(C)noc2C)cc1	-0.2	0.6	11.5	-14.5	-11.3	0.2	2.2	5.7	-4.7	3.1	0.4
O=C(CSc1nnc(NC(=O)c2ccccc2)s1)NCc1ccco1	-0.6	0.1	-52.2	-10.4	-14.2	-11.4	-5.0	-8.7	5.4	-70.9	2.7
COc1ccc(-c2noc(CCC(=O)Nc3cccnc3)n2)cc1OC	2.2	0.5	-28.8	0.9	4.1	1.5	-13.1	0.9	0.0	-8.1	0.7
CCn1c(Cc2ccccc2)nnc1SCC(=O)c1cccc([N+](=O)[O-])c1	0.2	0.5	-6.0	-4.3	-35.4	0.7	12.0	9.2	-2.2	7.0	0.7
CC(=O)Oc1ccc(N2C(=O)C3C(C2=O)C(C(=O)c2ccc(Cl)cc2)N2CCCC32)cc1 (stereo unspecified)	-0.5	0.3	1.7	-3.4	-3.9	2.3	3.9	-4.5	11.9	-3.9	-3.3
COc1ccc(C(=O)Nn2c(C)ccc2C)cc1OC	3.5	0.8	5.5	/	-0.3	3.0	6.8	-18.5	0.1	6.0	1.7
O=C(Cc1cccs1)Nc1cccc(-c2nnc(-c3ccco3)o2)c1	3.2	0.5	-117.3	-6.2	-11.9	-1.8	-37.3	-6.6	-1.4	-43.8	1.6
Cc1ccc(C(C)NC(=O)c2c(C)noc2C)cc1C (stereo unspecified)	-3.4	-0.1	10.7	-4.9	-13.1	3.4	6.1	-1.0	-0.6	6.3	-0.7
CC(C)C(=O)Nc1cc2c3c(c1)CCN3C(=O)CC2	0.2	-0.4	0.6	-3.2	-6.0	5.1	5.9	-8.1	2.4	-4.2	3.0
CCOC(=O)Cc1cn(C(=O)OC(C)(C)C)c2ccccc12	-0.8	0.5	-6.6	-10.2	-3.8	-3.3	-8.3	-1.2	8.8	-12.3	1.0
Cc1c(Cl)c([N+](=O)[O-])nn1CCCC(=O)Nc1sc2c(c1C(N)=O)CCC(C)C2 (stereo unspecified)	1.0	0.2	17.2	-6.4	-23.6	-1.0	0.8	-11.1	-1.5	23.8	4.0
COC(=O)C(C)(C(=O)OC)c1ccccc1[N+](=O)[O-]	4.5	-0.1	5.8	-3.3	-4.4	2.4	-14.2	/	0.9	10.7	1.9
CC(C)(C)OC(=O)C[C@H]1C/C=C\C[C@@H](CC(=O)N[C@H](CO)Cc2ccccc2)C(=O)NCCOC1=O	1.7	-0.2	6.9	-5.2	-12.6	-2.3	4.5	-0.9	-1.0	-13.9	/
O=C(NCCN1CCC(n2c(=O)[nH]c3ccccc32)CC1)c1cc(F)cc(F)c1	-0.1	-0.3	-5.9	-9.4	16.2	/	/	/	-2.3	/	/
C/C(=N/O)c1ccccn1	-0.2	0.1	9.9	/	-22.4	/	5.3	-2.5	2.0	6.8	-1.1
CCOc1ccc(CN2C(=O)c3ccccc3C2C(=O)NCc2cccnc2)cc1 (stereo unspecified)	2.1	-0.3	13.9	-4.9	-8.1	-7.2	2.1	-0.4	1.0	-6.1	3.2
COc1ccc(-n2cc(C(=O)O)c(=O)cc2C)cc1	-1.6	-0.3	4.4	0.2	-0.5	3.8	2.7	10.3	-1.5	6.5	2.5
CSc1ncnc2c1ncn2CCCN1CCN(Cc2c(C)cc(C)cc2C)CC1	-1.1	0.2	0.8	-5.9	-20.7	7.3	/	-2.4	17.0	21.9	/
N#CN=C(c1ccccc1)c1ccccc1	-0.3	-0.1	10.4	-2.6	-19.2	-22.0	-9.6	14.8	20.3	9.8	2.4
CC(C)c1ccc(CNC(=O)C2CCCN2S(=O)(=O)c2ccccc2)cc1 (stereo unspecified)	-0.9	0.2	17.7	-4.8	-5.9	-5.4	14.8	-18.0	-0.6	17.5	1.8
